PLCg1 inh: inhibitors of human phospholipase C gamma1; P19174; purified PLC-gamma1, fluorogenic substrate, fluorescence; inhibition, % at 12.2 µM; 370,000 compounds, 0.84% hits; in the data active = inhibition above about 9.5%
DDE Tn7 FP inh: disrupts Tn7 cyclic peptide binding to fibrin D-Dimer-E complex. 370,000 compounds, 0.13% hits. P02675. inhibition, % at 8.3 µM. FP displacement of FITC-Tn7 peptide from fibrin DD(E); 0% = median of compound wells per plate;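 active = inhibition above the mean of compounds falling within the control limits plus 3 SD of them, cut at about 14% in these data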;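 also: 0% = plate median of compound wells and 100% = 10 µM Aha-Tn7 peptide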
Target sequence (P02675 whole entry, looked up): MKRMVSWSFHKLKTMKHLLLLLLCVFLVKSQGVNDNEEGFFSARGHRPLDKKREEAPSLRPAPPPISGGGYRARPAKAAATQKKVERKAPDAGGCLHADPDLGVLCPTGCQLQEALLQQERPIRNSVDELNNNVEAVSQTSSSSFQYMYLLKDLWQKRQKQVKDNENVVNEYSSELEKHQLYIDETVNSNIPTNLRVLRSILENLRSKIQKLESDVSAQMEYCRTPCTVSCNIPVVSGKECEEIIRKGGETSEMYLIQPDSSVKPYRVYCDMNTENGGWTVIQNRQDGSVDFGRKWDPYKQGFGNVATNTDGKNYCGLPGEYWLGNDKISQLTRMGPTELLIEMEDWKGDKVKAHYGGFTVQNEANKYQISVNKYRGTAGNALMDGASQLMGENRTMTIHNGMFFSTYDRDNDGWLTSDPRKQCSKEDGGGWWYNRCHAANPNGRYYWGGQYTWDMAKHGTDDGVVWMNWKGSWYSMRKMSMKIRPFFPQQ
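Also added: labelled Tn7 tracer, 0.1 µM; Assay system: human fibrin DD(E) protein; Amount: 2 µM fibrin DD(E); Schedule: 10 min compound pre-incubation, 3 h probe incubation at room temperature; Repeats: one replicate per compound; Read-out basis: percent inhibition; Measured by: fluorescence polarization of the labelled Tn7 tracer.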
KLK7 zymogen act: activates the human kallikrein-7 zymogen; purified proKLK7, EDANS-DABCYL substrate fluorescence; 100% is mature enzyme control, 0% vehicle; activation, % at 7 µM; 370,000 compounds, 0.9% hits;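 active = activation above the mean of all tested compounds plus 3 SD, computed per campaign excluding outliers beyond control limits, cut at about 13% in these data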
ASAP1 GAP inh: blocks human ASAP1-stimulated Arf1 GTP hydrolysis. inhibition, % at 16.5 µM. 360,000 compounds, 0.19% hits. GDP FP detection. Q9ULH1; in the data active = inhibition above about 25%;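 also: 0% = vehicle with enzyme and substrate and 100% = no enzyme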
ADAM17 inh: inhibitors of human ADAM17. inhibition, % at 6.95 µM. recombinant ADAM17, EDANS/DABCYL FRET peptide cleavage. P78536. 370,000 compounds, 0.83% hits;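 active = inhibition above the mean of compounds lying between control limits plus 3 SD, set per campaign, cut at about 8.5% in these data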;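 also: 0% = DMSO-only wells as the low control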
ARFGAP1 inhibitor: inhibits rat ARF GTPase activating protein 1; Q62848; Arfgap1-stimulated ARF1 GTP hydrolysis, GDP FP detection; inhibition, % at 16.5 µM; 360,000 compounds, 0.26% hits;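 active = inhibition above a per-plate limit, mean inhibition of low control wells plus 3 SD, cut at about 25% in these data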;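 also: 0% = DMSO wells with enzyme and 100% = wells lacking Arfgap1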
Target sequence (Q62848 1-136 limits assumed): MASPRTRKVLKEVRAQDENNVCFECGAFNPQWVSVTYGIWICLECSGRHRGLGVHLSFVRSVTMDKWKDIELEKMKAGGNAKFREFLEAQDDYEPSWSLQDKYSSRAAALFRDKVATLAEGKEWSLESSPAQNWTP
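Material – truncated rat Arfgap1 GAP domain · Buffer or medium – HEPES-based buffer, pH 7.5 · Reagent – human ARF1(Δ1-17)-GTP substrate · Dosing – 16.5 µM single point, 1.26% DMSO · Schedule – GTP hydrolysis reaction 2 h at 25 °C · Technique – GDP detection by fluorescence polarization · Benchmarks – No-Arfgap1 wells (100%) versus DMSO full-reaction wells (0%) · Repeats – single replicate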
TDP2 inh: blocks human TDP2 phosphodiesterase activity; inhibition, % at 12.8 µM; recombinant TDP2, T5PNP hydrolysis, p-nitrophenol absorbance 415 nm; AID 720702; 370,000 compounds, 0.34% hits;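 active = inhibition above the mean of all tested compounds plus 3 SD, set per campaign, cut at about 25% in these data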;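 also: 0% = DMSO with enzyme and 100% = buffer with substrate but no TDP2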
Target sequence (O95551 whole entry, looked up): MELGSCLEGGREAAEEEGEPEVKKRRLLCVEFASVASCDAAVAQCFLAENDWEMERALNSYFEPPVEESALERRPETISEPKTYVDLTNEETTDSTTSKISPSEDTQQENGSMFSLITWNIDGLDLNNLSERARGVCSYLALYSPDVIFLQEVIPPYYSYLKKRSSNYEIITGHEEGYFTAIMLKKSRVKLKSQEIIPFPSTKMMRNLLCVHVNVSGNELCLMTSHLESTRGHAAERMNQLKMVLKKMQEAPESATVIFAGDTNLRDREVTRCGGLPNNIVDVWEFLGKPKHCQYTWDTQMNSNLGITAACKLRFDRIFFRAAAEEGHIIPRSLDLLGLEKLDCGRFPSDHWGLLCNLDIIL
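Evaluation: % inhibition relative to enzyme-containing and enzyme-free wells. Material: recombinant human TDP2. Benchmarks: enzyme-free and DMSO wells. Timing: enzyme reaction with compound for 2 h at 37 °C. Compound dosing: 12.8 µM only. Measured by: p-Nitrophenol epi absorbance. Reagent: T5PNP substrate at 5 mM, a TopII-DNA adduct mimic. Replication: single well per compound.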
LEDGF integ inh: blocks HIV-1 LEDGF/p75-dependent DNA integration | TR-FRET IN-LEDGF/p75 DNA integration, Eu/Cy5 | inhibition, % at 3.7 µM | 370,000 compounds, 0.64% hits;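 active = inhibition above the screen-wide mean plus 3 SD, cut at about 13% in these data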;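 also: signal is the Cy5 over europium emission ratio at 671 and 618 nm; 0% = plate median of compound wells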
ADAM10 inh: inhibitors of human ADAM10; O14672; recombinant ADAM10, EDANS/DABCYL FRET peptide cleavage, 3 h; inhibition, % at 7 µM; 370,000 compounds, 0.62% hits; AID 720582;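 active = inhibition above a per-campaign cutoff equal to the mean of compounds falling between control-based bounds plus 3 SD, cut at about 20% in these data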;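 also: 0% = DMSO wells while the 100% control is not disclosed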
Tn6 DDE FP: inhibitors of Tn6 peptide binding to human fibrin DD(E); P02675; Fibrin DD(E) TRITC-Tn6 fluorescence polarization displacement; inhibition, % at 8.3 µM; 370,000 compounds, 0.21% hits; AID 720509;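 active = inhibition above a per-campaign cutoff: mean of compounds within control limits plus 3 SD, cut at about 15% in these data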;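 also: 0% = median of all compound wells on the plate and 100% = blocking peptide control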
Numbers without * were called inactive; . = not tested or not shown.

SMILES | PLCg1 inh | DDE Tn7 FP inh | KLK7 zymogen act | ASAP1 GAP inh | ADAM17 inh | ARFGAP1 inhibitor | TDP2 inh | LEDGF integ inh | ADAM10 inh | Tn6 DDE FP
O=C(/C=C/c1ccc(-c2ccccc2)o1)c1ccccc1 | -10.8 | 0.3 | -1.4 | -1.0 | 1.8 | 13.4 | -9.2 | -2.4 | 8.3 | 1.9
Cn1cnnc1SCC(=O)Nc1ccc(F)cc1 | 1.3 | -3.6 | -0.3 | 1.5 | 0.3 | -2.1 | -17.5 | 2.9 | 8.9 | -9.2
C=CCOc1cccc(C2C(C(=O)c3ccc(C)o3)=C(O)C(=O)N2c2nccs2)c1 (configuration not stated) | -55.3 | 2.4 | 1.0 | -2.3 | -4.6 | -10.4 | 3.3 | 3.6 | -18.1 | -2.1
CC1CC(Nc2ccccc2)=NC1(C)C (configuration not stated) | 2.9 | -5.4 | 0.3 | 0.0 | 1.1 | 4.8 | 7.8 | 2.2 | 0.7 | -5.1
O=C(O)CCC(=O)N1N=C(c2ccc(Br)cc2)CC1c1ccc(Br)cc1 (configuration not stated) | 6.3 | -5.5 | -0.5 | -0.5 | 0.2 | -9.3 | -8.7 | 7.2 | 11.0 | -2.7
Cc1ccc(F)cc1NC(=O)C1CCN(c2cnccn2)CC1 | -25.4 | 1.5 | 0.0 | -0.5 | -8.7 | 9.0 | -9.9 | -1.1 | -38.6 | 1.4
COc1cc(/C=C\C(=O)NCc2ccc3c(c2)cc(C)n3C)cc(OC)c1OC | -55.4 | -8.0 | 0.4 | 10.6 | -1.8 | 10.8 | -6.8 | 0.1 | -15.1 | 22.2*
C/C(CC(=O)Nc1ccccc1Br)=N\NC(=O)C(=O)N1CCCC1 | -2.8 | -0.4 | 0.0 | -0.9 | -2.1 | 11.0 | 0.1 | 0.1 | -16.6 | -4.5
CCOc1cc(NC(=S)NC)c(OCC)cc1NC(=O)c1cccs1 | 1.1 | -5.6 | 0.1 | 4.1 | -1.2 | 5.9 | 6.3 | 1.3 | 0.7 | 0.4
Cc1c(NC=C(C#N)C#N)c(=O)n(-c2ccccc2)n1C | 3.1 | 4.8 | -0.8 | -12.5 | -2.8 | 0.0 | 4.6 | 1.7 | -0.5 | -3.1
CC(C)[C@@H]1NC(=O)c2cc([N+](=O)[O-])cc(I)c2OCC[C@@H](C(N)=O)NC(=O)[C@H](CCC(=O)O)NC1=O | 4.0 | -3.3 | -0.5 | 6.1 | 0.9 | -9.8 | 3.7 | 5.0 | 10.1 | 6.7
Cc1ccc2nc(SCC(=O)NCc3ccc(F)cc3)[nH]c2c1 | -0.7 | 1.1 | 0.0 | -10.9 | -3.6 | 7.2 | -3.3 | -0.8 | -6.2 | -2.8
CCCN(CCC)CCCNC(=O)c1cn(C)c2ccc(S(=O)(=O)N(C)C3CCCCC3)cc2c1=O | 2.3 | -3.0 | -0.3 | 15.4 | -4.2 | 7.2 | -6.8 | 2.1 | -6.0 | -3.3
Cc1cccc(C(=O)NC(CC(=O)O)c2ccc(OC3CCCC3)cc2)c1[N+](=O)[O-] (configuration not stated) | -5.1 | -0.8 | -0.1 | 7.1 | -1.1 | -6.1 | 2.2 | 3.7 | -8.6 | 0.1
Cc1cc(-n2c(C)cc(C(=S)N3CCOCC3)c2C)ccc1Br | -0.2 | 0.2 | 1.4 | 0.1 | 2.5 | -4.3 | -1.0 | 3.2 | -8.1 | -8.1
CCOc1ccc(CNC(=O)CCc2cn(C)c3ccccc23)cc1 | -2.2 | 6.0 | -0.4 | 2.2 | -2.8 | 11.8 | 12.1 | -4.8 | 2.1 | -2.7
CC1=NN(C(=O)c2ccc(Cl)cc2)C(O)(c2ccccc2)C1 (configuration not stated) | -12.7 | 6.0 | -0.6 | -6.5 | -5.7 | 5.9 | 1.7 | -3.6 | -7.2 | 1.9
CC(C)(C)NCc1cc(Br)ccc1OC1CCCC1 | -2.2 | 2.5 | 0.5 | -10.5 | 4.4 | -6.1 | -11.0 | 0.4 | 0.1 | 5.9
C[C@H](O)[C@@H]1CN2CCc3c([nH]c4cccc(-c5ccccc5)c34)[C@@H]2C[C@@H]1N(C)C(=O)c1ccco1 | -229.3 | 0.5 | 0.6 | . | -48.8 | . | 6.3 | 2.5 | -153.7 | 5.8
Cc1ccc(-n2c(C)cc(C)c(C#N)c2=O)cc1Cl | -1.0 | -4.0 | 0.3 | -0.9 | -5.9 | -13.1 | 9.7 | -4.5 | -2.5 | -2.0
Cc1nc(NNC(=O)c2ccccc2)cc(-c2ccccc2)n1 | -1.4 | 4.7 | 0.5 | -5.5 | -3.9 | -10.2 | 10.5 | 1.0 | 12.8 | 5.9
Cn1nnnc1SCC(=O)Nc1ccccc1N1CCCCC1 | -0.1 | -6.0 | -0.8 | 1.0 | -0.5 | -5.2 | 9.4 | 1.4 | -5.4 | -7.8
O=C(CC12CC3CC(C1)CC(CC(=O)NC1=NCCS1)(C3)C2)NC1=NCCS1 | 1.6 | 4.8 | 0.6 | 16.6 | -3.1 | -14.3 | -6.0 | 5.6 | 0.4 | -3.4
O=C1CCC(=O)N1CC(=O)N1CCCc2ccccc21 | 1.7 | 0.6 | -0.7 | 3.3 | -0.8 | 1.8 | 24.6* | -1.1 | -7.7 | 2.0
CS(=O)(=O)c1ccc(C(=O)OCC(=O)N2CCOCC2)cc1[N+](=O)[O-] | 1.3 | -1.4 | 0.2 | 5.8 | -0.5 | 8.2 | 5.3 | -1.6 | -2.7 | -1.6

Arranged by molecular weight (lowest first): some entries from above.
SMILES | PLCg1 inh | DDE Tn7 FP inh | KLK7 zymogen act | ASAP1 GAP inh | ADAM17 inh | ARFGAP1 inhibitor | TDP2 inh | LEDGF integ inh | ADAM10 inh | Tn6 DDE FP
Cc1ccc(-n2c(C)cc(C)c(C#N)c2=O)cc1Cl | -1.0 | -4.0 | 0.3 | -0.9 | -5.9 | -13.1 | 9.7 | -4.5 | -2.5 | -2.0
O=C(CC12CC3CC(C1)CC(CC(=O)NC1=NCCS1)(C3)C2)NC1=NCCS1 | 1.6 | 4.8 | 0.6 | 16.6 | -3.1 | -14.3 | -6.0 | 5.6 | 0.4 | -3.4
CC(C)[C@@H]1NC(=O)c2cc([N+](=O)[O-])cc(I)c2OCC[C@@H](C(N)=O)NC(=O)[C@H](CCC(=O)O)NC1=O | 4.0 | -3.3 | -0.5 | 6.1 | 0.9 | -9.8 | 3.7 | 5.0 | 10.1 | 6.7

Next results follow.
SMILES | PLCg1 inh | DDE Tn7 FP inh | KLK7 zymogen act | ASAP1 GAP inh | ADAM17 inh | ARFGAP1 inhibitor | TDP2 inh | LEDGF integ inh | ADAM10 inh | Tn6 DDE FP
O=C(NCc1ccccc1Cl)C1CCCN(c2ncccn2)C1 (configuration not stated) | -12.8 | 1.5 | -0.3 | . | -6.6 | . | -6.0 | -0.8 | -23.1 | 7.3
O=C(Cn1ccc(=O)[nH]c1=O)c1ccc([N+](=O)[O-])o1 | -3.0 | -1.7 | 0.1 | 7.6 | -1.0 | -0.9 | 3.4 | -2.9 | -10.9 | 4.7
COc1ccc(-c2cccc(C3CC=CC4C3C(=O)N(Cc3ccccc3)C4c3ccc(C(F)(F)F)cc3)c2)cc1 (configuration not stated) | 4.1 | -1.2 | 0.4 | 5.7 | 0.0 | 1.6 | -11.8 | -0.5 | -6.6 | 1.8
COc1ccccc1CCNS(=O)(=O)CCNC(=O)c1ccc2c(c1)OCO2 | 0.0 | 2.2 | 0.0 | 11.6 | 1.3 | 2.4 | 0.9 | 3.9 | -1.7 | -2.1
CCOC(=O)Nc1cccc(OCC(=O)Nc2ccccc2OC)c1 | 1.7 | -4.4 | 0.0 | 5.3 | -0.1 | 10.1 | -2.8 | 0.1 | 3.3 | -1.3
COCCNC(=O)c1cc(-c2ccccc2)nn1Cc1cc(C)no1 | -2.0 | 1.2 | 0.5 | 14.4 | -4.3 | 3.6 | 5.2 | -0.9 | 2.0 | 3.8
CCOc1ccc(NC(=O)c2ccc(Cl)c(NC(=O)c3ccco3)c2)cc1 | 1.7 | -4.8 | -0.2 | -2.4 | -2.8 | -6.1 | 1.2 | 3.2 | 3.1 | -4.1
COC(=O)c1cc(CN2CCN(c3ccccc3C)CC2)ccc1O | -3.6 | -5.8 | 0.0 | -6.8 | -2.9 | 5.2 | 8.7 | 0.8 | -1.4 | 0.7
CC1CCCCC1NC(=O)COC(=O)c1ccc2c(c1)NC(=O)CS2 (configuration not stated) | 1.7 | 1.5 | -0.5 | 7.7 | -5.7 | 16.5 | 10.3 | -1.4 | -6.2 | 0.5
CCN(CC)C(=O)CC(c1cc(OC)c(OC)c(OC)c1)c1c(OC)cc(OC)c2c(-c3ccccc3)cc(=O)oc12 (configuration not stated) | -12.1 | 0.9 | 0.0 | -7.1 | 2.2 | -15.2 | -3.3 | 0.7 | 12.4 | -5.6
CC(=O)c1sc2nc(SCC(=O)N3CCCCC3)[nH]c(=O)c2c1C | -19.4 | 2.1 | 0.5 | -0.7 | -46.3 | 7.4 | 3.5 | 2.0 | -148.4 | -12.4
CC1(C)CC(=O)c2cc(C(=O)N3CCN(CCO)CC3)c(=O)n(-c3ccc(Cl)cc3)c2C1 | 9.0 | -8.3 | -0.4 | -0.2 | 1.9 | 9.3 | -1.0 | 1.3 | 4.2 | -4.0
CCCc1cc(=O)oc2cc(OC(C)C(=O)NCC3CCC(C(=O)O)CC3)c(Cl)cc12 (configuration not stated) | -2.8 | -0.3 | -0.6 | 2.4 | -26.1 | -3.2 | 6.2 | -2.3 | -96.2 | -5.1
S=c1nc(NCc2ccc3c(c2)OCO3)c2ccccc2[nH]1 | -1.2 | 7.5 | 0.4 | 8.1 | 1.4 | 6.7 | -7.4 | 0.2 | 4.9 | 5.0
Cc1noc(C)c1S(=O)(=O)N(C)CC(=O)NCc1ccccc1 | 6.8 | 0.5 | 0.1 | -10.0 | 0.0 | 3.1 | -3.2 | 2.9 | 6.5 | -4.0
Cc1ccc(NCc2n[nH]c(=S)n2-c2ccccc2)cc1 | -0.1 | -0.1 | 0.0 | -15.1 | 0.9 | -4.7 | 5.9 | -0.6 | -6.2 | -1.8
O=C(CN1CCOCC1)Nc1nc2ccc(Cl)cc2s1 | -3.1 | -14.1 | -0.2 | -3.6 | 2.9 | -5.5 | -3.6 | 2.7 | -0.1 | -7.2
O=c1c2cnn(-c3ccccc3)c2nc(-c2cccs2)n1-c1ccc(Cl)cc1 | -5.2 | -3.0 | -0.1 | -4.7 | -3.2 | 11.2 | 1.8 | 1.1 | 10.2 | -3.7

From PubChem
